Furin inhibitor: inhibitors of human furin; P09958; purified furin, fluorogenic substrate cleavage; inhibition, % at 30 µM; 220,000 compounds, 0.061% hits; AID 463115; in the data active = inhibition above about 25%; note: inactives centre near -15
Target sequence (P09958 108-714 limits assumed): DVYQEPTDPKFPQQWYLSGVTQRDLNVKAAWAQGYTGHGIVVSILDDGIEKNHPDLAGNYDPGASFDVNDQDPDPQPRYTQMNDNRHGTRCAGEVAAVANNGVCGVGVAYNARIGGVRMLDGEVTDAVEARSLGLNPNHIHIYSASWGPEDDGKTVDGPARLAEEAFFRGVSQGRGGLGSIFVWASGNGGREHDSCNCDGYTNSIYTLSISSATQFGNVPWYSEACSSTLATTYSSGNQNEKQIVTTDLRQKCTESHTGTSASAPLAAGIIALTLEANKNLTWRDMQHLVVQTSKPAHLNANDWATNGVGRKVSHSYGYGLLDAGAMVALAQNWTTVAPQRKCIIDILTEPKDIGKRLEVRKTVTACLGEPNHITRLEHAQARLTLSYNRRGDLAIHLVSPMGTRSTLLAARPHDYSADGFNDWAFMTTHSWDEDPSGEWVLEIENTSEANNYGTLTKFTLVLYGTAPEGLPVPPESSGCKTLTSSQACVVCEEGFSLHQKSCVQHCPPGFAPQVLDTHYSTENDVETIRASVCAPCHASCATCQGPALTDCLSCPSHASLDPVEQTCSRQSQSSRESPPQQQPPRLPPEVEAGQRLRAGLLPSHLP
PPC-1+TRAIL kill: compounds killing PPC-1 cancer cells with TRAIL present (potentiator screen, no TRAIL-free arm). PPC-1 cells + TRAIL, ATPLite viability luminescence. cell killing (% activity), % at 4 µM. 220,000 compounds, 0.41% hits;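 active = cell killing above 50% in the first pass at 4 µM, then a duplicate retest at 5 µM averaging 50% or more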;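 note: plate controls were cells with TRAIL plus DMSO for no effect and medium-only wells lacking cells for full effect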
Cl transport mod: modulates chloride dependent transport by human KCC2 | Q9H2X9 | KCC2 cells, thallium flux FluoZin-2 fluorescence | B-score of Tl+ flux slope (higher = more flux/activation; lower = inhibition) at 10 µM | 190,000 compounds, 2.2% hits | AID 1456;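 active = thallium flux slope and its plate-corrected score both differing from the plate sample mean at a set confidence after two filtering rounds, in either direction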;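 note: slope of fluorescence scaled to starting intensity during 10 to 20 s after thallium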
m-calpain inh: calpain II (pig) inhibition; 220,000 compounds, 0.37% hits; inhibition, % at 16 µM; purified calpain II, fluorogenic peptide substrate, 30 min;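 active = inhibition above about 50%, limit read from the data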
TRPML3 agonist: activates the human TRPML3 channel; activation, % at 3 µM; Q8TDD5; 220,000 compounds, 0.29% hits; HEK293 TRPML3-YFP, Fluo-8 calcium fluorescence; 100% = the carbachol control signal;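 active = activation above its plate's cutoff, the mean activation of the plate's test wells plus 3 SD, cut at about 12% in these data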;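 note: 0% = DMSO only wells and 100% = carbachol wells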
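Material: TRPML3-YFP stable HEK293 cells | Dosing: One concentration, 3 µM nominal, 0.3% DMSO | Timing: 125 s total fluorescence read per well | Technique: Fluo-8 calcium dye fluorescence, ex 470-495, em 515-575 nm | Measure: Percent activation from peak-to-basal fluorescence ratio, scaled between DMSO and carbachol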
EBV gp42 inh: EBV gp42 inhibition | Q1HVG2 | Fluorescence polarization binding assay, mP read-out | inhibition, % (tested at 21.74 µM) | 220,000 compounds, 0.42% hits; in the data active = inhibition above about 50%
Target sequence (Q1HVG2 whole entry, looked up): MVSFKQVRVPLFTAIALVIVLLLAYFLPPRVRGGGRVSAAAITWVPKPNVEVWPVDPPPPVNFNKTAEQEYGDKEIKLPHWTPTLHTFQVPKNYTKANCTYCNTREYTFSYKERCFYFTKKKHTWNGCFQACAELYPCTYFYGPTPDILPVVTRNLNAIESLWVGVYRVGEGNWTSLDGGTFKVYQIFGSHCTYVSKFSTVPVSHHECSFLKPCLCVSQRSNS
zfTRPN1 agonist: activates the zebrafish TRPN1 channel; HEK293 zebrafish TRPN1-YFP, Fluo-8 calcium fluorescence; 100% = response to 87 µM carbachol; activation, % at 3 µM; 220,000 compounds, 0.18% hits;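 active = activation above its plate's cutoff, the mean activation of test wells on that plate plus 3 SD, cut at about 19% in these data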;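 note: 0% = DMSO alone and 100% = 87 µM carbachol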
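Material: zebrafish TRPN1-YFP in HEK293 cells. Doses: one dose of 3 µM, 0.3% DMSO. Incubation: dye 1 h 37 °C plus 30 min RT. Measured by: intracellular calcium fluorescence with Fluo-8.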
TbHK1 inh: T. brucei hexokinase 1 inhibition. inhibition, % at 10 µM. 220,000 compounds, 0.11% hits. recombinant TbHK1, G6PDH-coupled NADH A340;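 active = inhibition of 50% or more in the single-dose primary screen; inactive = inhibition below 50%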
Thrombin inh: thrombin (human) inhibition; P00734; alpha-thrombin, Boc-VPR-AMC fluorogenic substrate cleavage; inhibition, % at 5 µM; AID 1046; 220,000 compounds, 0.26% hits;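 active = inhibition at or above 40%; inactive = inhibition below 40%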;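 note: 0% = enzyme with no compound and 100% = wells without enzyme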
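System: human alpha-thrombin protein; Compound dosing: one concentration per compound, 5 µM, with 0.2% DMSO; Timing: reaction at room temperature; Technique: AMC fluorescence, 355/460 nm; Controls: enzyme without compound as high, wells lacking enzyme as low.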
The depositor's hits bear a star; i = inactive; nt = no result given; [ ] = remark or other dose. This is a random part of the collection. Share with any hit: about 3.6%.

Molecule,Furin inhibitor,PPC-1+TRAIL kill,Cl transport mod,m-calpain inh,TRPML3 agonist,EBV gp42 inh,zfTRPN1 agonist,TbHK1 inh,Thrombin inh
CC(=O)Nc1ccc(S(=O)(=O)c2c(N)n(CCN3CCOCC3)c3nc4ccccc4nc23)cc1,-17.4,3.8,0.549,i,0.6,-21.3,-0.5,-25.8,0.0
CCN1CCN(Cc2c(O)ccc3c(=O)c(-c4ccc(OC)c(OC)c4)c(C)oc23)CC1,-14.1,10.9,nt,nt,0.8,nt,1.0,-22.5,2.3
O=C(CSc1ccc(Cl)cc1)Nc1cccc(NC(=O)c2ccco2)c1,-20.6[20 µM],6.0,nt,15.7,0.2,-15.8,1.4,5.1,1.2
C(=N\N1CCN(C2c3ccccc3-c3ccccc32)CC1)/c1ccncc1,4.2[20 µM],-5.1,nt,8.2,-0.7,7.5,-1.2,-17.0,1.3
Cc1cccc(CN2CCN(C(=O)c3ccccc3F)CC2)c1,-13.6[20 µM],4.8,-1.03,-12.3,0.5,-11.1,0.7,-2.5,5.1
CCOC(=O)C1=C(C)NC(=NC)SC1c1ccccc1 (stereo not drawn),-30.7,-6.4,nt,8.2,-0.4,-14.5,-0.8,-8.4,-8.2
CCN1CCCC1CNC(=O)C1CCN(Cc2nc(-c3cccc(Br)c3)oc2C)CC1 (stereo not drawn),-15.5,18.4,0.176,-17.9,0.6,-2.6,-0.7,2.2,-4.3
CC[C@@H](C)[C@H](NC(=O)OCc1ccccc1)c1nnc([C@@H](NC(=O)OCc2ccccc2)[C@@H](C)CC)o1,-27.2,-12.8,0.161,17.2,nt,-5.7,nt,5.1,-7.2
CC(C)(C)C(=O)NC1CCN(S(C)(=O)=O)CC1,-21.4[20 µM],29.3,0.536,-19.2,0.0,-15.8,1.1,3.8,3.8
Cc1ccc(C(=O)N2CCN(S(=O)(=O)c3ccccc3[N+](=O)[O-])C2)cc1,-17.3,3.9,nt,-11.9,0.1,21.4,-0.2,-6.3,-0.8
CCC(C)(C)n1nnnc1C(c1ccccn1)N1CCOCC1 (stereo not drawn),-5.7,5.8,-0.212,12.9,0.2,-7.9,1.5,-0.1,2.0
COCc1nnc(NC(=O)C(C)C)s1,-4.7[20 µM],13.4,-0.768,8.4,0.0,-3.3,0.4,2.4,1.6

As entered above:
Under Cl transport mod, CC(=O)Nc1ccc(S(=O)(=O)c2c(N)n(CCN3CCOCC3)c3nc4ccccc4nc23)cc1 is entered as 0.549
Under zfTRPN1 agonist, CCN1CCCC1CNC(=O)C1CCN(Cc2nc(-c3cccc(Br)c3)oc2C)CC1 (stereo not drawn) is entered as -0.7
Under TRPML3 agonist, CCOC(=O)C1=C(C)NC(=NC)SC1c1ccccc1 (stereo not drawn) is entered as -0.4

Remaining list, next part.
Molecule,Furin inhibitor,PPC-1+TRAIL kill,Cl transport mod,m-calpain inh,TRPML3 agonist,EBV gp42 inh,zfTRPN1 agonist,TbHK1 inh,Thrombin inh
O=Cc1cn(CC(O)CN2CCCCC2)c2ccccc12 (stereo not drawn),-33.7,5.7,0.00709,-26.2,0.2,-3.5,1.1,2.3,-11.4
O=c1c2nnn(-c3cccc(F)c3)c2ncn1Cc1ccccn1,-19.3,24.8,0.662,-18.6,1.1,-1.5,1.7,-0.5,1.7
COc1ccc(-c2[nH]ncc2CN2CCSCC2)c(OC)c1,-19.4,-7.1,0.832,-29.4,0.5,-20.0,1.1,-1.7,-4.2
Cc1sc2nc(CN3CCCC3)nc(N3CCN(C(=O)c4ccco4)CC3)c2c1C,-19.1,1.1,-0.576,-20.1,-0.7,-14.8,-0.9,3.3,-1.1
Cc1cc2nccc(-c3cccnc3)n2n1,-20.4,-2.9,-0.000595,-18.2,1.5,-12.1,0.7,-7.8,-6.6
COc1ccc(N(C(C)=O)S(=O)(=O)c2cc(OC)ccc2OC)cc1,-25.5[20 µM],19.2,-1.27,-28.5,0.3,-0.3,-0.6,-1.6,0.1
Cc1ccc(S(=O)(=O)NC(C)C(=O)Nc2ccccc2C(=O)N2CCCC2)cc1 (stereo not drawn),-22.1,3.4,0.228,0.9,-0.4,-8.0,-0.5,-3.3,0.0
Cc1ccc(CNC(=O)/C=C/c2ccccc2Cl)cc1,-3.7[20 µM],3.8,nt,14.2,-0.2,-1.2,-0.1,1.3,-1.6
Cc1nn(C)cc1CNCc1ccc(OCC(O)CN(C)Cc2ccccc2)cc1 (stereo not drawn),-20.0,28.8,nt,3.8,0.6,-15.2,0.2,1.7,-3.0
COC(=O)c1ccccc1NC(=S)NC(C)=O,1.4,27.7,0.835,2.4,0.3,2.1,-0.3,-1.2,6.4
CCCCNC(=S)NNC(=O)c1csc(C)c1,-18.0[20 µM],-6.0,1.09,-9.1,0.7,-11.4,-0.7,3.0,3.6
C=CCOc1ccc2cccc(/C=N/NC(=O)c3cc4cc([N+](=O)[O-])ccc4s3)c2c1,6.7[20 µM],15.7,nt,-52.9,0.1,-30.1,-0.7,-4.2,-2.3

Molecule,Furin inhibitor,PPC-1+TRAIL kill,Cl transport mod,m-calpain inh,TRPML3 agonist,EBV gp42 inh,zfTRPN1 agonist,TbHK1 inh,Thrombin inh
O=S(=O)(NCCc1cn2ccccc2n1)c1ccc2c(c1)OCCO2,-15.0,8.9,0.781,8.6,0.3,-5.9,1.4,-7.5,1.3
S=c1[nH]nc(Cc2noc3ccccc23)n1-c1ccc(Cl)cc1,-24.3,1.2,-0.647,13.2,1.1,-4.0,1.0,-14.2,-2.2
CCOC(=O)C(=CNNc1ccccc1)C(=O)OCC,-24.9,12.9,-1.86,11.4,-0.4,-2.5,-1.6,1.9,-6.5
COc1ccc2sc(N(CCN(C)C)C(=O)/C=C/c3cccs3)nc2c1,-12.7,13.8,-0.152,-1.4,0.9,-5.5,1.4,-16.5,-1.4
CC(c1ccon1)N(C)Cc1cn(C)nc1-c1cccc(Cl)c1 (stereo not drawn),-25.4,-6.0,-0.318,-13.1,-0.2,-5.9,0.7,-13.6,-2.4
N#C/C(=C\c1ccco1)C(=O)Nc1ccc(S(N)(=O)=O)cc1,-18.5,-1.3,0.577,-41.6,0.4,-7.8,-0.2,-0.2,-1.4
O=C1NC(c2ccccc2)=NC1(Nc1ccccn1)C(F)(F)F (stereo not drawn),-21.1,-1.8,0.4,8.7,0.7,6.2,-1.6,-11.3,-9.0
O=C(Nc1nc2ccccc2c(=O)[nH]1)c1ccccc1SCc1ccccc1,-35.1,4.4,-0.283,13.7,0.4,-9.7,0.0,-10.9,-9.8
Cc1oncc1-c1csc(-c2ccccc2)n1,-3.7,15.4,-0.658,15.8,-0.7,-9.4,-1.4,-1.9,-6.0
CCOC(=O)C1=C(C)NC2=C(C(=O)c3ccccc32)C1c1ccc([N+](=O)[O-])o1 (stereo not drawn),-34.3,15.5,-0.735,-13.8,2.0,5.1,-2.0,-11.7,0.1
NC(=O)NC(=O)COC(=O)c1ccc(Cl)c(S(=O)(=O)N(Cc2ccccc2)c2ccc(Cl)cc2)c1,-11.4,8.4,-0.666,-27.0,-0.7,7.2,-0.1,-6.2,-14.6
Cc1ccc(NC(=O)NCc2ccncc2)cc1Cl,-6.6,-13.0,-0.071,-19.4,0.2,-11.2,-0.4,-0.3,0.7

Molecule,Furin inhibitor,PPC-1+TRAIL kill,Cl transport mod,m-calpain inh,TRPML3 agonist,EBV gp42 inh,zfTRPN1 agonist,TbHK1 inh,Thrombin inh
Cc1ccc(C)c(N2CCN(C(=O)c3ccc(CS(=O)(=O)c4ccccc4C)o3)CC2)c1,-17.9[20 µM],-10.7,0.00207,-12.3,1.7,-0.5,-1.3,-1.9,-7.3
Cc1ccc(OC(C)C(=O)N2CCCc3ccccc32)cc1 (stereo not drawn),-9.0[20 µM],-0.9,nt,-28.2,0.6,-18.8,-1.6,-2.7,4.0
CCC1=C(OC(=O)N(CC)CC)N2C(=O)OC(=NCC(=O)OC)[C@]2(C)[C@H]2C1=CC[C@H]1C(=O)NC(=O)[C@H]12,-26.0,-2.1,1.2,-9.4,nt,-16.5,nt,-12.4,-7.1
CC1=NNC(=O)C1CCC(=O)N/N=C/c1ccco1 (stereo not drawn),-25.7,-22.3,-0.76,2.1,0.4,-6.8,2.0,-0.9,-4.2
O=C(NCc1ccco1)c1cc(S(=O)(=O)N2CCCc3ccccc32)ccc1Cl,-14.2[20 µM],-4.2,-2.98,-5.0,-0.7,-13.7,-1.6,-4.5,3.4
Cc1ccc(OCc2ccc(C(=O)NCc3cccnc3)cc2)cc1C,-23.7,-5.9,0.527,15.9,1.9,13.9,5.7,-0.2,-2.7
CCC(NS(=O)(=O)c1ccc(OC)cc1)C(=O)NCCC1=CCCCC1 (stereo not drawn),-27.3[20 µM],-4.0,nt,-16.5,-0.8,-14.9,-0.8,-3.2,4.4
O=C1NC2=C(C(=O)CCC2)C(c2ccc3ncccc3c2)N1 (stereo not drawn),-20.5[20 µM],13.4,-0.497,4.7,0.1,-24.2,0.6,-6.8,-1.3
NC(=O)c1cccc2ccccc12,-15.7,11.7,0.146,-8.1,0.2,-7.9,0.9,-2.8,-5.4
COc1ccccc1-c1nc(SC)n[nH]1,-19.9,-7.6,0.313,4.1,1.3,-3.1,-0.5,-4.1,2.7
CCN(CC)c1ccc(-c2nn3c(-c4n[nH]c5c4CCC5)nnc3s2)cc1,-28.2,-11.2,-0.147,-70.6,-1.5,-29.0,-3.3,-4.0,-1.5
NC(=O)COC(=O)c1c2c(nc3ccccc13)CCC2,-17.4,-6.2,0.64,-99.1,0.1,28.0,0.1,-4.6,-4.0

Molecules listed so far containing an aryl thioether with sulfur outside any ring (3):
Molecule,Furin inhibitor,PPC-1+TRAIL kill,Cl transport mod,m-calpain inh,TRPML3 agonist,EBV gp42 inh,zfTRPN1 agonist,TbHK1 inh,Thrombin inh
O=C(CSc1ccc(Cl)cc1)Nc1cccc(NC(=O)c2ccco2)c1,-20.6[20 µM],6.0,nt,15.7,0.2,-15.8,1.4,5.1,1.2
O=C(Nc1nc2ccccc2c(=O)[nH]1)c1ccccc1SCc1ccccc1,-35.1,4.4,-0.283,13.7,0.4,-9.7,0.0,-10.9,-9.8
COc1ccccc1-c1nc(SC)n[nH]1,-19.9,-7.6,0.313,4.1,1.3,-3.1,-0.5,-4.1,2.7
